RBBP9 inhibitor = blocks human serine hydrolase RBBP9. recombinant RBBP9, FP-Rh probe fluorescence polarization. inhibition, % at 7.94 µM. 220,000 tested, 0.2% active. AID 1515;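 active = inhibition above the campaign mean of all tested compounds plus 3 SD, cut at about 14% in these data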;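 note: plate controls were DMSO wells with RBBP9 for no effect and wells lacking RBBP9 protein for full effect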
Target sequence (O75884 whole entry, looked up): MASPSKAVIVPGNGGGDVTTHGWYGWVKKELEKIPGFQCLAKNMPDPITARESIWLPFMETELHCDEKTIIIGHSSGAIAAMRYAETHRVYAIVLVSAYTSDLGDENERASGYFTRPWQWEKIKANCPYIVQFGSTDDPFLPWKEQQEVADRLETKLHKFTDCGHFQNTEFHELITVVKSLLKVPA
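System: RBBP9 protein / Buffer or medium: Tris/NaCl buffer pH 8.0 with 0.1% Pluronic / Probe or stimulus: Serine-hydrolase probe FP-Rh, 375 nM pre-mixing / Dosing: 7.94 µM single dose, 0.794% DMSO / Times: enzyme-compound preincubation 30 min, then probe labeling 45 min, 25 °C / Technique: fluorescence polarization (mP), excitation 525 nm, emission 598 nm / Replication: singlicate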
TNF death inh = blocks TNF-alpha induced death of Jurkat FADD-/- cells. Jurkat FADD-/- TNF necroptosis rescue, ATP luminescence, 24 h; 0 = TNF only, 100 = no-TNF cells. AID 463075. 220,000 tested, 0.068% active. activation (protection from cell death), % at 10 µM;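 active = activation, meaning protection from cell death, of at least 50% relative to plate controls; inactive = activation below 50%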;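 note: necroptosis triggered by 40 ng/mL TNF-alpha added together with compound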
Runt-SMMHC FRET = inhibitors of human RUNX1 Runt domain binding to CBFb-SMMHC | Cerulean-Runt/Venus-CBFb-SMMHC FRET ratio 530/480, 1 h | Q01196+Q13951 | 220,000 tested, 0.74% active | inhibition, % at 20 µM;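 active = mean inhibition across duplicate retests at 20 µM reaching about 50%, limit read from the data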;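 note: 0% = DMSO wells and 100% = wells with excess untagged CBFb-SMMHC; inhibitors lower the FRET ratio by blocking Runt binding to CBFb-SMMHC; some results filed as inactive read as strong as hits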
Target sequence (Q01196 whole entry, looked up, the tested form may be a part): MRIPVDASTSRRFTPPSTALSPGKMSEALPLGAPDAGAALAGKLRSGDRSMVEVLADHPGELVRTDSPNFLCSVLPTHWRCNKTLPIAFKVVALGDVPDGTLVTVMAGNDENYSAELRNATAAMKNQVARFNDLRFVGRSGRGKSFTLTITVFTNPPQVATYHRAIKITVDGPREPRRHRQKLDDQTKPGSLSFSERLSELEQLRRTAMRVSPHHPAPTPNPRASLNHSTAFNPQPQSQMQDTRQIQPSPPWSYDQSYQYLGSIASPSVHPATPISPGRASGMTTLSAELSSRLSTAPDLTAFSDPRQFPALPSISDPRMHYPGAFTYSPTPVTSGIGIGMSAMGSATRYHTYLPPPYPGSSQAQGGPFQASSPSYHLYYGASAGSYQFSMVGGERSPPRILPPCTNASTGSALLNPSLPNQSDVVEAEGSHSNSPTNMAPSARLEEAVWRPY
Target sequence (Q13951 whole entry, looked up, the tested form may be a part): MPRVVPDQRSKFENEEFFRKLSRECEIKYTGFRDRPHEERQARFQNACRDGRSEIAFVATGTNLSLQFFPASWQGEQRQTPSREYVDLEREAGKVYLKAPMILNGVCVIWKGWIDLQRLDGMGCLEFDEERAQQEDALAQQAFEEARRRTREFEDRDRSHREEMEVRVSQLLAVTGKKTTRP
Runt-CBFb FRET = Runt domain-CBFb interaction inhibition. Q01196+Q13951. Cerulean-Runt/Venus-CBFb FRET ratio 530/480, 1 h. inhibition, % at 20 µM. 220,000 tested, 0.46% active. AID 1496;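 active = inhibition over about 50% at 20 µM in the single-dose screen, limit read from the data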;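 note: 0% = DMSO wells and 100% = excess unlabeled CBFb competitor control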
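Assay system: Cerulean-Runt domain fusion protein, energy donor; Signal: fluorescence energy transfer, 422 nm excitation, 530/480 nm emission; Timing: 1 h compound exposure, room temperature; Control set: unlabeled CBFb; Medium: Tris buffer pH 7.5 with salts and BSA; Compound: single test concentration of 20 µM, 1% DMSO final; Probe or stimulus: Venus-CBFb 100 nM.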
PERK inh = human PERK inhibition, primary cell-based screen; Q9NZJ5; CHO PERK-DD fusion, SEAP luminescence translation reporter; inhibition, % at 5.6 µM; 220,000 tested, 0.17% active; AID 1416;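 active = inhibition above the mean inhibition of all tested compounds plus 3 SD, set separately per screening campaign, cut at about 2.9% in these data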;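 note: PERK kinase domain activated by AP20187 dimerizer at 100 nM; 0% = DMSO with dimerizer and 100% = rapamycin at 8.4 µM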
zVAD death inh = L929 zVAD cell death inhibition; L929 zVAD necroptosis rescue, ATP luminescence, 24 h; with zVAD 60 µM; viability rescue, % at 10 µM; 220,000 tested, 0.38% active; AID 1377;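 active = activation, scaled between plate controls, above about 75%, limit read from the data; inactive = activation under that limit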;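 note: 0% = zVAD with DMSO and 100% = DMSO alone without zVAD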
Hck-Nef inh = inhibitors of human Hck kinase activated by Nef | P08631 | Recombinant Hck-YEEI plus Nef, Z-Lyte FRET kinase assay | inhibition, % at 20 µM | 220,000 tested, 0.68% active;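 active = Hck-Nef kinase inhibition above about 50%, limit read from the data; inactive = inhibition below that limit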;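 note: 0% = DMSO with Hck plus Nef and 100% = Hck alone without Nef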
PGE2 EP2 inh = blocks the human prostaglandin E2 receptor EP2; AID 1422; P43116; 260,000 tested, 0.52% active; C6 glioma cells expressing human EP2, cAMP TR-FRET; cells stimulated with saturating PGE2; inhibition, % at 25 µM;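 active = percent inhibition above 40 after rounding to a whole number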;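 note: rat C6 glioma host cells with rolipram phosphodiesterase inhibitor present; the protocol text gives 20 µM as final concentration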
EP2 mod = EP2 receptor (human) modulation. P43116. EP2-expressing cells, cAMP HTRF FRET, PGE2 co-stimulation. induction, % at 25 µM. 260,000 tested, 0.83% active;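 active = compounds whose cAMP rise, as percent of the full-agonist control response, exceeds 60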;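 note: rat C6 glioma line stably carrying human EP2 under a CMV promoter; the protocol text gives 20 µM as final concentration; 100% = response of wells given 1 µM PGE2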
* = called active by the depositor; i = inactive; nt = not tested or not shown. These rows are one share of the data; the hit share may differ from the screen's.

SMILES | RBBP9 inhibitor | TNF death inh | Runt-SMMHC FRET | Runt-CBFb FRET | PERK inh | zVAD death inh | Hck-Nef inh | PGE2 EP2 inh | EP2 mod
CCOC(=O)C(Sc1n[nH]c(N)n1)c1ccccc1 (stereo unspecified) | -3 | -2.8 | 2 | 0 | 1.5 | 0.6 | 3 | 7 | -12
Cc1ccc(C(=O)COc2nc(C)nc3ccccc23)cc1 | 9 | 1.0 | -1 | 0 | -0.6 | 2.6 | 18 | 9 | -14
c1ccc(-c2csc(NC3=NCCCCC3)n2)cc1 | -7 | 2.5 | 1 | 0 | 0.7 | 1.6 | 2 | 13 | -1
CCn1c(SCC(=O)Nc2ccc(OC)cc2)nc2nc3c(cc2c1=O)COC(C)(C)C3 | 0 | 1.9 | 2 | -1 | 1.0 | 0.9 | 12 | 3 | -1
CN1CCN(CC(O)(c2ccc(Cl)cc2)c2ccc(Cl)cc2)CC1 | 0 | 4.0 | 1 | -1 | -0.5 | 1.0 | -8 | 1 | -32
CCN(CC)c1ccc(/C=N/N2CCN(c3ccccn3)CC2)cc1 | -2 | 3.7 | 3 | 2 | 3.0* | 41 | 13 | 5 | 5
CC12CCC(C(=O)NNc3ccccc3)(OC1=O)C2(C)C (stereo unspecified) | -2 | 0.3 | -4 | 2 | 0.4 | 0.2 | -1 | 10 | -6
O=c1[nH][nH]c(-c2ccccc2)c1C=Nc1ccc(Cl)cc1 | 8 | -13 | -6 | -2 | 1.3 | 0.0 | 6 | 8 | -47
Cc1nc(NCCNC(=O)c2ccco2)c2c(C)c(C)sc2n1 | 0 | -0.5 | -6 | 2 | -1.1 | -0.1 | 1 | 5 | 3
CCN(CC)S(=O)(=O)c1ccc(C(=O)N2CCN=C2SCc2cccnc2)cc1 | 3 | -1.6 | 0 | -3 | -0.8 | 0.6 | 0 | 5 | 18
CC(=O)N/C(N)=N/c1nc2cc(C)ccc2o1 | -6 | -0.5 | 0 | 0 | 2.7 | -0.1 | 21 | 6 | 17
O=C(C1CCN(S(=O)(=O)N2CCCCC2)CC1)N1CCCCC1 | -6 | 1.0 | -2 | 1 | -0.9 | nt | -5 | 9 | 16
Cc1ccc(NC(=O)c2noc3c2CCC3)cc1C | -10 | 0.0 | -4 | -4 | -0.1 | 27 | 40 | 9 | 1
CC(C)(C)OC(=O)NCCCC[C@H](NC(=O)c1nc[nH]c1C(=O)NCc1ccccc1)C(=O)OC(C)(C)C | -6 | 2.6 | -3 | -7 | -0.1 | 0.4 | -1 | 6 | -10
O=C(N1CCN(c2ccc(F)cc2)CC1)C12CC3CC(CC(C3)C1)C2 | -3 | 1.7 | 2 | 0 | -0.2 | 0.4 | 3 | 8 | -27
CC(=O)C(=Cc1cn(-c2ccccc2)nc1-c1ccccc1)C(C)=O | -5 | -3.2 | -1 | -1 | -0.3 | 0.5 | 2 | 12 | 18
Cc1sc2c(c1C)c(=O)n(-c1ccc(F)cc1)c(=O)n2CC(=O)NCc1ccco1 | -1 | -1.9 | 4 | -4 | 0.6 | -0.1 | 2 | 10 | 21
N#C/C(=C\c1ccc(C(=O)O)cc1)c1ccccn1 | -1 | -0.1 | 0 | 0 | 1.8 | 1.6 | 18 | 4 | -25
O=C(NN1C(=O)C2C3C=CC(O3)C2C1=O)c1ccncc1 (stereo unspecified) | 11 | -1.3 | 2 | -2 | 1.0 | 0.2 | 4 | 7 | 15
Cc1cc(C(=O)CSc2nncn2C)c(C)n1-c1ccccc1 | -5 | -0.7 | -2 | 1 | -0.6 | 1.3 | 21 | 4 | -36

The last 2 compounds of the section above are carried over, then new ones follow:
SMILES | RBBP9 inhibitor | TNF death inh | Runt-SMMHC FRET | Runt-CBFb FRET | PERK inh | zVAD death inh | Hck-Nef inh | PGE2 EP2 inh | EP2 mod
O=C(NN1C(=O)C2C3C=CC(O3)C2C1=O)c1ccncc1 (stereo unspecified) | 11 | -1.3 | 2 | -2 | 1.0 | 0.2 | 4 | 7 | 15
Cc1cc(C(=O)CSc2nncn2C)c(C)n1-c1ccccc1 | -5 | -0.7 | -2 | 1 | -0.6 | 1.3 | 21 | 4 | -36
Cc1nnc(SCc2nc3sc(C(=O)O)c(C)c3c(=O)[nH]2)s1 | -9 | 4.3 | -40 | -8 | -0.2 | -0.1 | 4 | 6 | 13
CCOc1ccc(NC(=O)C2CC(=O)N3CCCN=C3S2)cc1 (stereo unspecified) | -7 | -1.1 | 0 | 3 | -0.5 | 0.7 | 0 | 13 | 10
CCC(Sc1nc(-c2cccc(OC)c2)c(C#N)c(=O)[nH]1)C(=O)Nc1nnc(C(C)C)s1 (stereo unspecified) | 1 | -0.5 | -5 | -1 | 0.4 | 0.3 | 8 | 3 | 26
CCN(c1ccccc1)S(=O)(=O)c1ccc(C(=O)Nc2nccs2)cc1 | -2 | 3.8 | 1 | 2 | -0.5 | 0.9 | -2 | 6 | -19
CCCCCn1c(N(C)Cc2ccccc2)nc2c1c(=O)[nH]c(=O)n2C | -9 | -4.2 | -1 | -4 | -0.5 | -0.8 | 3 | 6 | 53
CCOc1ccc(NC(=O)C2CC(=O)N(CC)C(=Nc3ccc4c(c3)OCO4)S2)cc1 (stereo unspecified) | -1 | -2.2 | 2 | 0 | 0.3 | 0.2 | 2 | 2 | -3
Cc1ccc(S(=O)(=O)Nc2cc(C(F)(F)F)ccc2N2CCOCC2)cc1 | -2 | 1.3 | -6 | -5 | 1.0 | 0.2 | 7 | 10 | -8
C=CCn1c(C(CC(C)C)CC(C)O)n[nH]c1=S (stereo unspecified) | 4 | 0.7 | 6 | 6 | 0.8 | 1.4 | 2 | 6 | 7
C=CCOc1c(Cl)cc(/C=N/O)cc1OC | -15 | -1.0 | -1 | -2 | 0.7 | 1.4 | 2 | 12 | 2
CCOC(=O)Cc1csc(NC(=O)/C=C/c2ccco2)n1 | -13 | 27 | -3 | 3 | -0.2 | -0.6 | 13 | 1 | 6
C#CCn1cc(C=C2C(=O)c3ccccc3C2=O)c2ccccc21 | 3 | -1.4 | -196 | -105 | 0.8 | 0.1 | 16 | 12 | i
CSc1ccccc1NC(=O)Nc1cccc(Cl)c1Cl | -13 | -1.2 | 0 | 2 | 0.4 | -0.5 | -2 | 3 | 6
COc1cccc(C(=O)N2CCN(S(=O)(=O)Cc3ccccc3)CC2)c1OC | -5 | -1.4 | 0 | -3 | 0.6 | -0.9 | 1 | 9 | -16
Cc1cc(NC(=O)C2Oc3ccccc3OC2C)no1 (stereo unspecified) | -3 | 38 | 1 | 0 | 1.4 | 2.7 | -12 | 4 | 20
CC1CC(C)CN(C(=O)CSc2nc(Cc3cccs3)nc3ccccc23)C1 (stereo unspecified) | -11 | -11 | -12 | -9 | -0.3 | 0.4 | 1 | nt | 48
NC(=O)C1(N2CCCCC2)CCN(C(=O)c2ccc(C#Cc3ccccc3)o2)CC1 | -3 | 1.2 | 2 | -3 | -0.7 | 4.5 | 8 | 21 | -13
Cc1cc2c(NC(=O)Nc3ccc(C(F)(F)F)cc3)cccc2nn1 | -43 | 1.2 | -2 | 10 | 0.7 | 2.4 | 2 | 11 | -28
CC(C)c1ccc(/C=N/NC(=O)c2nnn(-c3nonc3N)c2CSC2=NCCS2)cc1 | -3 | 2.8 | -3 | -4 | -0.1 | 40 | 2 | 7 | 32
CCCCOC(=O)Nc1ccc(N2CCCCC2)cc1 | -9 | 2.5 | 2 | 5 | -0.2 | 0.7 | -9 | 3 | 25
CC(C)Cc1csc(NC(=O)c2ccc(F)cc2)c1C(=O)O | -1 | -1.4 | 1 | 2 | 0.6 | -0.1 | -3 | 3 | -16
N#Cc1ccc(-c2cccnc2)nc1SCC(N)=O | -7 | 1.1 | 1 | 3 | -1.1 | 0.7 | 19 | 4 | 8
CC(=O)Nc1ccccc1C(=O)C(=O)Nc1cccc(C(=O)NCC2CCCO2)c1 (stereo unspecified) | -6 | 0.3 | -5 | -2 | -0.1 | 2.2 | 28 | 4 | 11
C=CCNC(=O)CC(=O)N/N=C/c1cccc(Br)c1 | 1 | -2.6 | -1 | 2 | 2.1 | 0.1 | 5 | 9 | -22
C/C(CC(=O)Nc1ccc(Cl)cc1Cl)=N\NC(=O)C(=O)NCCO | -1 | 0.9 | -3 | -3 | 1.8 | 0.7 | 15 | 8 | 7
Cn1c(=O)oc2cc(S(=O)(=O)N3CCCc4ccccc43)ccc21 | 1 | -7.7 | 1 | 0 | 0.4 | 0.2 | 0 | 8 | -48
COc1cccc(CN2CCN(Cc3cccn3-c3cccnc3)CC2CCO)c1 (stereo unspecified) | -5 | 2.0 | nt | nt | 0.0 | -0.4 | 21 | 6 | -36
O=c1c(Cc2ccc(Cl)cc2Cl)c(O)ccn1Cc1ccc(Cl)cc1 | -14 | 1.2 | -6 | 0 | 0.0 | 0.1 | 0 | 9 | 22
Cc1ccc(C(=O)N2C(CC(=O)Nc3ccc(Cl)cc3)C(=O)NC3CCCCC32)cc1 (stereo unspecified) | -8 | -4.3 | -7 | -4 | -1.4 | 3.8 | 22 | 6 | -37
Cc1c([N+](=O)[O-])cc(C(=O)Oc2ccc(Br)cc2C(=S)N2CCCCC2)cc1[N+](=O)[O-] | -7 | -2.3 | -2 | 2 | -0.7 | 0.0 | 3 | 4 | 9
CCNC(=S)N/N=C(\C)c1ccc2ccccc2c1OC(F)F | 8 | -1.6 | 1 | -1 | 0.6 | -0.3 | 19 | 3 | -81
Cn1c(=O)c2cc(S(=O)(=O)Nc3cccc(F)c3)ccc2n(C)c1=O | -2 | -1.3 | 2 | 2 | -0.6 | 0.2 | 3 | nt | 24
COc1ccccc1NC(=S)N(Cc1ccc(C(=O)O)cc1)Cc1ccc(OC)c(OC)c1 | -5 | 1.2 | -5 | -2 | 0.7 | -1.9 | 27 | 2 | 9
CN1C=CC2=C(C#N)C(N)C(C#N)(C#N)C(c3ccccc3)C2C1 (stereo unspecified) | -2 | -1.0 | 62* | 71* | 0.2 | 0.5 | 24 | nt | 26
CCCn1c(SCCc2ccccc2)nc2c1c(=O)[nH]c(=O)n2C | -5 | -1.8 | -7 | 0 | -0.4 | 3.0 | -4 | 17 | 17
CC(=O)c1c(C)[nH]c(C(=O)Nc2ccc(C)c(C)c2)c1C | -3 | -0.5 | -2 | -1 | -1.1 | 0.2 | 1 | 4 | -8
CCn1c(C)cc2c(c1=O)C(c1ccncc1)C(C#N)=C(N)O2 (stereo unspecified) | 0 | -3.2 | -2 | -1 | 0.4 | 1.8 | -1 | 6 | 13
CC(=O)Nc1ccc(NC(=O)Cn2cnc3c(nnn3Cc3ccc(F)cc3)c2=O)cc1 | -3 | 0.7 | 1 | 0 | 1.0 | 0.9 | 7 | 12 | 10
C/C=C/C(=O)OCC(=O)Nc1cccc(F)c1 | -8 | 4.4 | 2 | 1 | 0.7 | 2.1 | 2 | 11 | -6

Bioassay records: PubChem BioAssay, several laboratories
